Screens from PubChem.
CASP6 VEID inh: blocks human caspase-6 cleavage activity | P55212 | purified caspase-6, Z-VEID-R110 cleavage fluorescence | inhibition, % at 12.5 µM | 0.53% of 350,000 active | AID 686996;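 active = mean inhibition across replicates at least about 35%, with every replicate also reaching that limit, limit read from the data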;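 also: 0% = median of neutral control wells and 100% = no fluorescence left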
Target sequence (P55212 24-179 limits assumed): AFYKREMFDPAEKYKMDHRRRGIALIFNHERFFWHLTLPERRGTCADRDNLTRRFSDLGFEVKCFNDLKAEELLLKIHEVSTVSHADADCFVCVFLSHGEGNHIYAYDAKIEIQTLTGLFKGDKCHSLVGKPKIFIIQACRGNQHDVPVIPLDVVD
Target sequence (P55212 194-293 limits assumed): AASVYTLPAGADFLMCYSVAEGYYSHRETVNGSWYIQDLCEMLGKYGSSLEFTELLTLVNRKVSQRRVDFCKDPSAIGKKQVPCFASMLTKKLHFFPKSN
Statin myotox sup: suppression of simvastatin myotoxicity | 0.78% of 330,000 active | C2C12 myotubes + simvastatin, ATP luminescence, 48 h; scaled: DMSO 0, geranylgeraniol control 100 | rescue of ATP level, % at 7.49 µM;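 active = mean ATP rescue above about 67%, or every replicate alone reaching that limit, limit read from the data, passing the limit was not always enough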;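 also: myotubes were challenged with 10 µM simvastatin during compound exposure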
SIRT5 block: blocks human SIRT5 desuccinylation of peptide; Q9NXA8; Purified SirT5, succinyl-peptide AMC, trypsin-coupled fluorescence; inhibition, % at 15 µM; 1.1% of 330,000 active; AID 652115; in the data active = inhibition above about 15%
Target sequence (Q9NXA8 whole entry, looked up): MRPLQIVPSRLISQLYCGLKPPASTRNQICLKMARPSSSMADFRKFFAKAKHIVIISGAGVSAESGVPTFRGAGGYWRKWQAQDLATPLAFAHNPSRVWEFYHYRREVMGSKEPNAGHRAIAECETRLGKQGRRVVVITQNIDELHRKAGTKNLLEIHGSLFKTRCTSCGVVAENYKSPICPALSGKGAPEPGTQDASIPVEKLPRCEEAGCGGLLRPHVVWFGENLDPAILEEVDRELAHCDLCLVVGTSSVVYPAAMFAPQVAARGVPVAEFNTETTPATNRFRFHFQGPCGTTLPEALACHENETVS
S100A4 inh HTS: inhibitors of human S100A4 binding to myosin IIA peptide; P26447; S100A4/TAMRA-MyoIIA peptide fluorescence polarization; inhibition, % at 10.7 µM; 0.14% of 360,000 active; AID 652163;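 active = mean inhibition of at least 70% across replicates, with every replicate also reaching that level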
Target sequence (P26447 whole entry, looked up): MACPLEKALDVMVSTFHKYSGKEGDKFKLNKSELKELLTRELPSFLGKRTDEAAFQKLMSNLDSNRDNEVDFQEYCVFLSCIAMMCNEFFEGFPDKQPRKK
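assay system = human S100A4 monomer with TAMRA-labelled myosin IIA peptide | also added = labelled myosin peptide probe, 5 nM | incubation = 5 min between mix addition and reading | control set = DMSO and TFP controls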
FN deposit inh: fibronectin deposition inhibition | inhibition, % at 12.6 µM | AH1F fibroblasts, Alexa488-fibronectin deposition fluorescence, overnight | AID 743247 | 0.086% of 350,000 active;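 active = mean inhibition across replicates of 30% or more, regardless of how many single replicates reach that level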;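 also: positive control wells lacked labelled fibronectin entirely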
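Material: AH1F fibroblast monolayer depositing Alexa488-labelled fibronectin into matrix / Amount: 10000 AH1F cells per well / Signal: fluorescence 485/525 nm / Medium: DMEM, 2% serum / Compound: single dose, pinned / Incubation: 1 h cell adhesion before compound, then overnight fibronectin incubation / Reagent: Alexa488-FN, 24 nM final / Read-out: inhibition of fibronectin deposition signal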
LGR2 antag: blocks bursicon-induced cAMP signaling via Drosophila LGR2; HEK293 LGR2, CRE-luciferase, bursicon-stimulated, 4 h; inhibition, % at 9.99 µM; 0.35% of 380,000 active;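 active = drop in luminescence signal, shown as inhibition above about 50% in the replicate tests, limit read from the data, passing the limit was not always enough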;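 also: agonist challenge used bursicon conditioned medium at about half maximal strength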
esBAF inh: blocks esBAF chromatin remodeling in mouse ES cells | Bmi1-luciferase knock-in reporter, 24 h; 100% = twice the neutral-well signal | reporter increase, % at 12.5 µM | 2% of 350,000 active; in the data active = activation above about 40%;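 also: 0% = median of the plate's neutral control wells and 100% = double that signal; a rise in the Bmi1 reporter signal indicates esBAF inhibition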
Starred values were filed as active, the others as inactive; . = no result given; & = joins results of further samples. This is a subset, so the mix of outcomes need not match the whole.

entry	canonical_smiles	CASP6 VEID inh	Statin myotox sup	SIRT5 block	S100A4 inh HTS
1	C=CCNC(=S)Nc1nc2c(cc1C(=O)OCC)CCCC2	2.3	.	-4.1	-6.5
2	CCOc1ccc(/C=N/NC(=O)c2ccc(CSc3nc4ccccc4[nH]3)cc2)cc1	-0.3	.	-6.1	-0.1
3	O=C(CSCc1ccccc1)Nc1ccccc1C(=O)Nc1ccc(C(=O)O)cc1	5.1	1.2	7.0	0.3
4	CCCNC(=O)N1C[C@@H](O)COC[C@H]2O[C@@H](CC(=O)N3CCN(C)CC3)CC[C@@H]21	-10.1	-4.3	7.4	3.0
5	CCC1=NN(C(=O)Cc2ccc([N+](=O)[O-])cc2)C(O)(c2ccncc2)C1 (stereo not drawn)	-0.3	-2.1	0.4	3.5
6	CCC1Nc2ncnc(N3CCN(c4ccccc4)CC3)c2N(Cc2ccccc2)C1=O (stereo not drawn)	9.1&3.3	16.7&15.8	1.9&-3.6	-3.4&-2.5
7	CC(=O)Nc1ccc(S(=O)(=O)Nc2cc(S(=O)(=O)N3CCCCC3)ccc2O)cc1	8.8	1.7	3.3	-4.1
8	COc1ccccc1Cn1c(=S)[nH]c2cc(C(=O)N3CC(C)CC(C)C3)ccc2c1=O (stereo not drawn)	-0.8	-10.4	4.2	3.2
9	COc1ccc(S(=O)(=O)N2CCN(C(=O)c3ccc(=O)[nH]n3)CC2)cc1OC	-0.3	.	3.8	-5.1
10	COc1ccc(NC(=O)N(C)C[C@@H]2Oc3ccc(NC(=O)C4CC4)cc3C(=O)N([C@@H](C)CO)C[C@@H]2C)cc1	2.6	2.9	-7.0	-3.3
11	O=C(Nc1cc(F)ccc1F)N1[C@@H]2CNC[C@H]1C2c1ccc(/C=C/c2ccccc2)cc1 (stereo partly drawn)	1.4&0.6	.	-4.7	-7.0&4.9
12	CC(C)(C)[S@](=O)N1Cc2cc(C(=O)NCCN3CCCCC3)nc(-c3cccc(-c4cccc(C#N)c4)c3)c2[C@@H]1CCO	-23.9	0.9	0.7	-25.3

entry	FN deposit inh	LGR2 antag	esBAF inh
1	-5.1	.	.
2	-15.2	-12.1	.
3	-0.8	0.7	5.5
4	6.9	-7.5	-4.8
5	-2.4	-38.7	-4.3
6	-7.2&11.0	17.3&1.3	4.9&-4.0
7	2.1	19.6	-3.4
8	0.1	10.8	0.9
9	-0.9	7.8	.
10	.	-5.2	1.0
11	-5.9&-8.9	28.3&7.4	.
12	-18.5	2.5	1.8

The results go on.
entry	canonical_smiles	CASP6 VEID inh	Statin myotox sup	SIRT5 block	S100A4 inh HTS
13	C/C=C/c1ccc([C@@H]2[C@H]3CN(S(=O)(=O)c4ccc(F)cc4)CCCCN3[C@H]2CO)cc1	0.7	19.2	15.6*	-24.4
14	CCCC(=O)N1CC2(CN(C(=O)NC(C)C)C2)c2c([nH]c3cc(OC)ccc23)[C@H]1CO	-0.3	.	2.5	9.9
15	COc1ccc(S(=O)(=O)N2CCN(C(=O)c3cccs3)CC2)cc1	.	1.9	.	.
16	CCOC(=O)C1=C(CS(=O)(=O)c2ccccc2)NC(=O)NC1c1ccccc1 (stereo not drawn)	.	-8.3	.	.
17	Cc1cc(Br)ccc1NC(=O)C(C)c1ccc([N+](=O)[O-])cc1 (stereo not drawn)	-0.4	.	2.1	-2.8
18	C[C@H](CO)N1C[C@H](C)[C@@H](CN(C)S(=O)(=O)c2cccs2)Oc2ccc(NS(=O)(=O)c3ccc(Cl)cc3)cc2C1=O	-2.0	-11.4	2.0	-6.4
19	C[C@H]1CCCCO[C@@H](CN(C)C(=O)C2CCCCC2)[C@@H](C)CN([C@@H](C)CO)C(=O)c2cc(NC(=O)Nc3ccccc3)ccc2O1	0.7	.	-10.5	0.6
20	O=C(/C=C/c1cn(CC(O)CN2CCCCC2)c2ccccc12)c1ccccc1 (stereo not drawn)	-13.0	.	-6.0	-13.9
21	Cc1noc(C)c1-c1nc(CSc2ccc(Cl)cc2)no1	-4.5	-13.6	-2.8	1.8
22	O=C(CCC(=O)N1CCCCCC1)Nc1ccc([N+](=O)[O-])cc1	-1.0	12.0	-0.6	1.3
23	COc1ccc(-n2nc(C(=O)NCC(=O)NCCN(C)C)c3ccccc3c2=O)cc1	-4.9	6.8	0.8	16.2
24	CC1CC(C)CN(C(C(=O)NC2CCCCC2)c2cc3ccccc3o2)C1 (stereo not drawn)	-0.8	-9.7	-6.5	-3.6

entry	FN deposit inh	LGR2 antag	esBAF inh
13	.	3.7	-3.4
14	-20.0	-5.6	.
15	.	9.2	-5.2
16	-0.3	.	1.9
17	11.4	-33.5	.
18	.	-4.4	0.2
19	-2.0	9.9	-0.6
20	0.1	2.7	.
21	-5.7	.	6.4
22	4.0	-0.7	1.1
23	7.5	3.2	2.9
24	-2.0	8.3	16.5

Reformatted: five of the compounds above
[18] C[C@H](CO)N1C[C@H](C)[C@@H](CN(C)S(=O)(=O)c2cccs2)Oc2ccc(NS(=O)(=O)c3ccc(Cl)cc3)cc2C1=O
[19] C[C@H]1CCCCO[C@@H](CN(C)C(=O)C2CCCCC2)[C@@H](C)CN([C@@H](C)CO)C(=O)c2cc(NC(=O)Nc3ccccc3)ccc2O1
[20] O=C(/C=C/c1cn(CC(O)CN2CCCCC2)c2ccccc12)c1ccccc1 (stereo not drawn)
[21] Cc1noc(C)c1-c1nc(CSc2ccc(Cl)cc2)no1
[22] O=C(CCC(=O)N1CCCCCC1)Nc1ccc([N+](=O)[O-])cc1

| assay / entry | 18 | 19 | 20 | 21 | 22 |
| --- | --- | --- | --- | --- | --- |
| CASP6 VEID inh | -2.0 | 0.7 | -13.0 | -4.5 | -1.0 |
| Statin myotox sup | -11.4 | . | . | -13.6 | 12.0 |
| SIRT5 block | 2.0 | -10.5 | -6.0 | -2.8 | -0.6 |
| S100A4 inh HTS | -6.4 | 0.6 | -13.9 | 1.8 | 1.3 |
| FN deposit inh | . | -2.0 | 0.1 | -5.7 | 4.0 |
| LGR2 antag | -4.4 | 9.9 | 2.7 | . | -0.7 |
| esBAF inh | 0.2 | -0.6 | . | 6.4 | 1.1 |

The results go on:
entry	canonical_smiles	CASP6 VEID inh	Statin myotox sup	SIRT5 block	S100A4 inh HTS
25	C[C@@H]1CN([C@H](C)CO)C(=O)c2cc(NC(=O)NC3CCCCC3)ccc2O[C@@H](C)CCCCO[C@H]1CN(C)S(=O)(=O)c1cn(C)cn1	-0.7	.	-3.2	-9.1
26	COc1ccc(C(=O)NCCSCc2ccccc2)cc1OC	0.2	-4.9	-4.3	-0.5
27	CCCC1C2CN(C(C)=O)CC=C2C(C#N)=C(N)C1(C#N)C#N (stereo not drawn)	.	0.1	.	.
28	COc1ccc(Oc2cccc3c2S(=O)(=O)N(C2CC2)C[C@@H](COCc2ccccc2)O3)cc1	-1.5	.	.	1.2
29	C[C@H](CO)N1C[C@H](C)[C@H](CN(C)C(=O)Nc2cccc(C(F)(F)F)c2)OCc2cn(nn2)CCCC1=O	.	-2.5	.	.
30	CO[C@@H](CN(C)C(=O)c1ccccc1F)[C@@H](C)CN([C@H](C)CO)S(=O)(=O)c1ccc(C)cc1	-0.4	8.8	-2.9	3.4
31	COc1ccc(OC)c(-c2csc(NC(=O)C3=COCCO3)n2)c1	5.2	-36.9	1.8	7.1
32	CC1CCC(NC(=O)Cn2cc3c(n2)CCCC3)CC1 (stereo not drawn)	0.2	-3.7	1.4	1.2

entry	FN deposit inh	LGR2 antag	esBAF inh
25	.	5.3	0.7
26	.	-2.7	-4.3
27	-0.1	.	-3.8
28	-2.7	-4.2	.
29	-1.0	-8.2	-0.2
30	3.2	-19.3	-2.4
31	0.2	-7.1	.
32	4.7	-3.7	14.6
